Peg3 promoter – Peg3 promoter activity inhibition | HeLa PEG-Prom luciferase reporter, luminescence, overnight | inhibition, % at 20 µM | 360,000 tested, 1.7% active;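 active = inhibition of at least 50% at 20 µM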
Vif imaging – HIV Vif inhibition | inhibition, % at 7.49 µM | HEK293T cells, Vif self-association by quenched fluorescence, imaging, 24 h | 340,000 tested, 0.35% active; in the data active = inhibition above about 50%, passing the limit was not always enough; also: some results filed as inactive read as strong as hits
CaV13 FRET inh – Primary screen for inhibitors of IQ motif and Ca2+-dependent inactivation inhibitor domain binding in CACNA1D, Förster resonance energy transfer in living cells, … | inhibition, % at 12.3 µM | HEK cells, CFP/YFP FRET ICDI-IQ, plate reader, 10 min; percent FRET-ratio fall versus neutral wells | 340,000 tested, 0.098% active | AID 743397;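 active = mean replicate inhibition of at least 30% and at least 1% of replicates passing that level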;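 also: 0% = median of the neutral control wells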
KKLEB cytotox – reduces viability of KKLEB cystic fibrosis airway cells | KKLEB CF airway cells viability, ATPlite luminescence, overnight; hits give low values; cells stimulated with P. aeruginosa culture filtrate | activity change (cytotoxicity), % at 5 µM | 360,000 tested, 0.36% active;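 active = corrected activity change at or below -50% at 5 µM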
Shn3 inh set2 – reduces Shn3 3'UTR luciferase signal in osteoblasts. 360,000 tested, 0.52% active. inhibition, % at 12.5 µM. Clone20 osteoblast Shn3 3'UTR firefly luciferase, 24 h;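 active = mean inhibition of at least 75% with every replicate also reaching 75%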;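 also: 0% = median of neutral control wells and 100% = pilot-screen positive control compound; some compounds past the cut are filed as inactive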
NR2E3 ag-1 – agonists of human NR2E3 nuclear receptor; Q9Y5X4; CHO-S Gal4-NCOR/VP16-NR2E3 two-hybrid, luciferase; inhibition of corepressor binding, % at 3.98 µM; 360,000 tested, 0.35% active; AID 602229;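 active = inhibition above the mean of all tested compounds plus 3 SD, cut at about 70% in these data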;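 also: 0% = DMSO with NR2E3 transfected cells and 100% = cells lacking NR2E3 construct; higher means lower luciferase signal from less NR2E3 corepressor binding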
Target sequence (Q9Y5X4 whole entry, looked up, the tested form may be a part): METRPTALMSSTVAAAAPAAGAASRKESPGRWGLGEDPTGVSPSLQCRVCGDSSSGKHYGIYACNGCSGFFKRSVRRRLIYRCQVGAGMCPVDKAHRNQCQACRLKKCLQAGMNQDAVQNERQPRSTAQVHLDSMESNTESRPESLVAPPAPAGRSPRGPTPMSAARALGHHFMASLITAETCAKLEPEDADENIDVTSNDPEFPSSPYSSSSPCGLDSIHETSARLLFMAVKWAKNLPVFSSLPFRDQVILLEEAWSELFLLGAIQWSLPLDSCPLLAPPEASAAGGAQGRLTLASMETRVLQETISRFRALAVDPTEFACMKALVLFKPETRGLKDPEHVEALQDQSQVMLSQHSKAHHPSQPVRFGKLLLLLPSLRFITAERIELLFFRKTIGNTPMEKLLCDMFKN
PDI turbidity – inhibitors of human protein disulfide isomerase; P07237; PDI insulin aggregation turbidity, A650, 90 min; inhibition, % at 10 µM; 350,000 tested, 0.052% active; AID 588391;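 active = mean inhibition across replicates of 30% or more, whatever share of single replicates reach that level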;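 also: absorbance from insulin aggregation driven by PDI reduction with DTT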
Target sequence (P07237 whole entry, looked up): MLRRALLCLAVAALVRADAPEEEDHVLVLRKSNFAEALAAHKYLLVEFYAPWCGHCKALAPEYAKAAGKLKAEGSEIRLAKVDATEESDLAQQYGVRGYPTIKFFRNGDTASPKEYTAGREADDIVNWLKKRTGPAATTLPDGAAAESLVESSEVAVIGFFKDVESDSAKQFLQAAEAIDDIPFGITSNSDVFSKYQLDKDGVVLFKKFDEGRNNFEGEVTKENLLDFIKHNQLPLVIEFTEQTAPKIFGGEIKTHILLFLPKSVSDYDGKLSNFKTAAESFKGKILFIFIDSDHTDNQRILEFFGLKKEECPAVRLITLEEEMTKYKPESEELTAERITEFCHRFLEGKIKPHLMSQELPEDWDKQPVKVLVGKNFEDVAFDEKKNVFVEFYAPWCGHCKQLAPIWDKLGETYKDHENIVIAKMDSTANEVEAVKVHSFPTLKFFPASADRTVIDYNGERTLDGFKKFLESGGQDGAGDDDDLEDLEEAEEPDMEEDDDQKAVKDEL
CF NFkB inh – blocks PAF-induced NF-kB reporter in cystic fibrosis cells; KKLEB NF-kB-GFP reporter, GFP fluorescence overnight; inhibition, % at 5 µM; 360,000 tested, 0.86% active;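 active = at least 50% inhibition at 5 µM, scaled per plate between neutral and stimulator controls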;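 also: PAF is a Pseudomonas aeruginosa culture filtrate used as stimulus; plate controls were PAF-stimulated DMSO wells for no effect and unstimulated DMSO wells for full effect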
HIF-2a block – inhibitors of HIF-2a; 786-0 RCC cells HIF-2a reporter, luciferase luminescence, overnight; inhibition, % at 18.8 µM; 360,000 tested, 0.72% active; AID 624352;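 active = inhibition of the luminescence signal of 40% or more relative to plate controls, in a single-dose primary screen at 18.75 µM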
NR2E3 ag-2 – agonists of human nuclear receptor NR2E3; Q9Y5X4; GST-NR2E3/biotin-RetCOR TR-FRET, 1536-well; inhibition of corepressor binding, % at 4.78 µM; 320,000 tested, 0.12% active; AID 2300;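 active = percent inhibition above the cutoff of mean plus 3 SD of all tested compounds, set per screening campaign, cut at about 20% in these data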;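 also: 0% = DMSO wells and 100% = biotin wells as full block of FRET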
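System: GST-tagged NR2E3 plus biotinylated RetCOR corepressor; Amount: 1.35 nM GST-tagged NR2E3 final; Dosing: single nominal compound dose of 4.8 µM; Schedule: 5 h incubation at 4 °C; Technique: TR-FRET with europium anti-GST and streptavidin-D2, 340 nm excitation; Controls: biotin wells as high control, 0.6% DMSO wells as low control.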
MITF TRPM1 inh – MITF TRPM1 promoter inhibition in SK-MEL-5 cells | inhibition, % at 12.5 µM | SK-MEL-5 TRPM1 promoter luciferase, 24 h | 330,000 tested, 0.83% active;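 active = mean inhibition across replicates of 60% or more, whatever share of single replicates reaches that level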; also: values of inactives mirror those of a sister screen read the other way
* marks the source's active call; other numbers are inactive results; . = not tested or not shown.

SMILES | Peg3 promoter | Vif imaging | CaV13 FRET inh | KKLEB cytotox | Shn3 inh set2 | NR2E3 ag-1 | PDI turbidity | CF NFkB inh | HIF-2a block | NR2E3 ag-2 | MITF TRPM1 inh
CSCC[C@H](NC(=O)COc1ccc(Cl)cc1)c1nc2ccccc2[nH]1 | 14 | -23 | -5 | 18 | 1 | 3 | 6 | -14 | 7 | 6 | 15
CN(C)/C=N/C(=S)Nc1ccccc1 | -32 | -4 | -6 | 3 | -11 | -13 | -2 | 13 | -53 | 0 | -8
C=CCSC1=N/C(=C\c2sccc2C)C(=O)S1 | -4 | -1 | -6 | -6 | -35 | -1 | 4 | 2 | -3 | 0 | 9
Cc1cc2nc(C)n3c4ccccc4nc3n2n1 | -4 | -3 | -5 | 8 | -30 | -5 | 4 | -36 | 3 | -1 | 21
COc1ccc(NC(=O)CN2C(=O)NC3(CCCC3)C2=O)cc1S(=O)(=O)N1CCCCC1 | 15 | 10 | -2 | 6 | 2 | -12 | 2 | 11 | 6 | -2 | 0
COc1cccc(CN(C(=O)c2ccco2)C2CCS(=O)(=O)C2)c1 (configuration not stated) | 2 | 7 | -7 | -8 | 4 | -16 | -10 | -5 | 14 | 2 | 11
OC(Cn1ccnc1)c1ccc(Cl)cc1Cl (configuration not stated) | 4 | 7 | -4 | 3 | 13 | 5 | -19 | 0 | 19 | -1 | 10
CC(C)C(NC(=O)COc1ccc2ccccc2c1)C(=O)N/N=C/C=C/c1ccccc1 (configuration not stated) | 11 | -1 | -3 | 4 | 10 | 21 | 1 | -10 | 15 | -1 | 4
CC1CCCN(C(=O)c2ccc(S(=O)(=O)Nc3ccccc3Cl)cc2)C1 (configuration not stated) | 8 | -2 | -6 | -3 | 14 | 18 | 17 | -12 | 19 | -2 | 2
CC(C(=O)O)(C1CCCCC1)C1(O)CCCCC1 (configuration not stated) | -13 | . | -12 | 9 | -7 | 9 | . | 2 | 0 | . | .
COc1ccccc1NS(=O)(=O)c1cccc(C(=O)NNC(=O)c2ccc(O)c(Cl)c2)c1 | 5 | -2 | . | -1 | -1 | -6 | 0 | -8 | 14 | -1 | -2
Cc1cc(N2CCOCC2)nc(C(C)C)n1 | -5 | -4 | -2 | 5 | 0 | 7 | -6 | -1 | 12 | 2 | 0
Cc1cc(Nc2ccc(N3CCC(C)CC3)cc2)n2ncnc2n1 | -2 | . | -10 | 1 | 23 | -18 | 6 | -14 | -4 | 1 | -3
Cc1ccc(S(=O)(=O)N2CCN(c3nc(-c4cccs4)nc4ccccc34)CC2)cc1 | 1 | 11 | -5 | -16 | 10 | -13 | -3 | 33 | -3 | . | .
COC(=O)c1ccc(NC(=S)N(Cc2cccnc2)Cc2ccco2)cc1 | 22 | 3 | 8 | -16 | 7 | 6 | -1 | -6 | 4 | 1 | 11
Cc1ccc(NC(=O)CCNC(=O)Nc2ccccc2)cc1S(=O)(=O)N(C)C | -17 | -2 | -3 | 1 | -10 | -2 | -5 | -1 | 2 | 0 | 6
COC(=O)c1cc(NC(=O)c2c(F)c(F)c(F)c(F)c2F)cc(C(=O)OC)c1 | 26 | -3 | -3 | -10 | -10 | -9 | 14 | 7 | 10 | 1 | -2
CC(C)Oc1ccc(C(=O)N2CCC(CCC(=O)NC3CC3)CC2)cc1 | -9 | . | -9 | -8 | -8 | -17 | -7 | 8 | 4 | . | .
COc1ccc(C(C#N)N2N=C(C)CC2(C)C)cc1OC (configuration not stated) | -5 | 2 | . | -2 | 5 | 5 | 1 | 10 | 8 | 2 | -21
CC(=O)C1=C(C)NC(SCC(N)=O)=C(C#N)C1c1cccs1 (configuration not stated) | -6 | 3 | -1 | -5 | 2 | -1 | -9 | 10 | 13 | 2 | -12
CC(C)(C)OC(=O)C[C@H]1C/C=C\C[C@H](CC(=O)N(CCO)Cc2ccccc2)C(=O)N2CCC[C@H]2COC1=O | 3 | -4 | -12 | 8 | -13 | 2 | -1 | -20 | 14 | . | -4
Cc1nc(CN(C)C(=O)c2cc(COc3c(F)cccc3F)on2)cs1 | 12 | -4 | -2 | -5 | -12 | -6 | 3 | -3 | -29 | 2 | -13
Cc1ccc(-n2c(Cc3cccn3C)nnc2SCC(=O)N2CCc3ccccc32)cc1 | 24 | -6 | -4 | 23 | -23 | -16 | 10 | -16 | -1 | -1 | -6
Cc1nc(C(F)(F)F)ccc1C(=O)Nc1ccc2ccccc2n1 | -125 | . | -4 | 4 | -13 | -45 | 8 | 8 | -225 | . | -27
COc1ccc([C@H]2[C@H]3C=CC[C@@H](C)[C@@H]3C(=O)N2Cc2ccccc2)cc1Cl | 22 | 6 | -6 | -11 | 15 | -15 | -9 | 35 | 28 | 7 | -20
Cc1cccc(NC(=O)CCc2nc3sc4c(c3c(=O)[nH]2)CCCC4)c1 | -1 | -15 | -14 | -13 | 10 | 16 | -4 | 20 | 1 | -1 | 4
COc1ccc(CNC(=O)c2cc3c(=O)[nH]c4ccccc4c3n2C)cc1 | -10 | 9 | -1 | -4 | -6 | 7 | 3 | -9 | 21 | 2 | -14
CCCCCCN1C[C@H](O)[C@@H](n2cc(COC(=O)c3ccccc3)nn2)C[C@@H]1c1ccc(C)cc1 | 2 | 7 | -6 | -4 | 34 | 28 | 4 | -1 | 14 | . | .
CC(=O)N1CCCc2cc(S(=O)(=O)N3CCCC3)ccc21 | -2 | -4 | -2 | 0 | -27 | 7 | -7 | -2 | 10 | 5 | 10
O=C(N=Nc1c(O)[nH]c2ccccc12)c1ccc(CN2CCOCC2)cc1 | -36 | -4 | 9 | -8 | 5 | -30 | 3 | -10 | -47 | -3 | -5
O=C(NC(=S)Nc1cccc2cccnc12)c1cccs1 | -115 | 2 | -17 | -17 | -6 | -17 | 14 | 6 | -159 | 1 | -2
Brc1ccc2nc(-c3cccs3)c(NCC3CCCO3)n2c1 (configuration not stated) | -105 | 15 | -1 | 4 | -52 | -65 | 0 | 1 | -179 | -1 | -7
C=CCn1cc(C(=O)N2CCN(C)CC2)c(=O)c2cc(S(=O)(=O)N(CC)CC)ccc21 | 0 | 7 | -19 | -1 | -10 | 16 | 3 | -7 | 5 | -3 | 9
COc1ccc(C(=O)Nc2ccccc2C(=O)N/N=C/c2ccccn2)cc1OC | -11 | -1 | -5 | -44 | 53 | -15 | -1 | 12 | -137 | -3 | 43
CCOC(=O)c1ccccc1NC(=O)CSc1ccc(-c2ccccn2)nn1 | 46 | . | -6 | -7 | 30 | 35 | -2 | 8 | 6 | -1 | 28
CCOc1ccc(S(=O)(=O)N2CCCCC2)cc1NC(=O)C1=COCCO1 | 17 | -8 | -17 | -4 | -4 | 2 | -1 | 2 | 4 | 2 | -13
Cn1cc(CN2CCC(n3nccc3NC(=O)C3CCCC3)CC2)cn1 | 10 | 11 | -6 | 5 | 2 | -1 | 2 | -15 | 12 | . | 2
Cc1ccc(CNC(=O)C(=O)NCCC2CCCCN2S(=O)(=O)c2ccccc2)cc1 (configuration not stated) | 18 | 17 | -2 | 2 | 11 | 8 | -7 | 11 | 18 | 2 | 3
CCOc1ccc(N(CC(=O)Nc2nccs2)S(=O)(=O)c2c(C)noc2C)cc1 | 23 | -8 | -7 | -18 | 11 | -25 | 0 | 8 | 7 | 2 | 10
O=C(NCCCN1CCOCC1)c1cc(-c2ccc(F)cc2)no1 | 6 | 27 | -3 | 14 | -14 | -26 | -6 | -23 | -35 | 1 | 25
Nc1ccn(CC(=O)NCc2ccccc2)c(=O)n1 | 8 | 1 | -10 | 0 | 0 | 4 | -7 | -11 | -3 | 4 | .
CCOc1cc(NC(=O)c2cccs2)c(OCC)cc1NC(=O)CCC(=O)NCC1CCCO1 (configuration not stated) | -2 | 5 | -5 | 15 | -8 | -30 | 0 | -30 | 13 | 0 | 10
O=C(Nc1ccc(F)cc1F)N1CCN(c2ncccn2)CC1 | 5 | 4 | -9 | -6 | -6 | -3 | . | 1 | -20 | 1 | -4
CCN(CCCNC(=O)COc1cc(=O)n(CC)c2ccccc12)Cc1ccccc1 | -26 | -3 | -5 | 5 | -9 | 3 | 2 | -40 | -34 | -1 | -16
C=CCSc1nnc(C)n1-c1ccc(Cl)cc1 | 6 | -4 | -17 | 1 | 5 | -10 | -12 | 3 | 7 | 3 | 5
Cc1ccccc1NC(=S)N(Cc1cccs1)C1CCCC1 | -1 | 51* | -21 | -2 | -3 | 5 | 5 | 11 | 23 | 0 | -9
CCOc1ccccc1NC(=O)C1CCC(CNc2c(N3CCOCC3)c(=O)c2=O)CC1 (configuration not stated) | 9 | 15 | -6 | 8 | -7 | -20 | 4 | 7 | 5 | -3 | 9
O=C(Nc1ccc2c(c1)CCC2)Nc1ccc(F)cc1F | -328 | -7 | -3 | 8 | -33 | -111 | 8 | 17 | -297 | 5 | -73

Compound profiles, from the list above. Values in the order: Peg3 promoter, Vif imaging, CaV13 FRET inh, KKLEB cytotox, Shn3 inh set2, NR2E3 ag-1, PDI turbidity, CF NFkB inh, HIF-2a block, NR2E3 ag-2, MITF TRPM1 inh
Shown for O=C(Nc1ccc(F)cc1F)N1CCN(c2ncccn2)CC1 → 5, 4, -9, -6, -6, -3, ., 1, -20, 1, -4
Shown for O=C(Nc1ccc2c(c1)CCC2)Nc1ccc(F)cc1F → -328, -7, -3, 8, -33, -111, 8, 17, -297, 5, -73

Continued:
SMILES | Peg3 promoter | Vif imaging | CaV13 FRET inh | KKLEB cytotox | Shn3 inh set2 | NR2E3 ag-1 | PDI turbidity | CF NFkB inh | HIF-2a block | NR2E3 ag-2 | MITF TRPM1 inh
COc1ccc(C(=O)OCC(=O)NCCCc2ccccc2)cc1OC | 18 | -17 | -14 | -17 | -1 | -24 | 3 | -8 | 4 | 3 | 6
Cc1noc(NC(=O)c2ccc(F)cc2)c1C#N | 8 | -9 | . | 7 | -12 | -5 | -4 | -11 | -9 | -2 | 12
Cc1cc(C)nc(N2N=C(c3ccccc3)CC2=O)n1 | -72 | 20 | . | -5 | -93 | 4 | 5 | -15 | -18 | -1 | -19
CC1(C(=O)NCC2CC2)CCN1C(=O)C1(c2ccccc2)CC1 (configuration not stated) | -3 | -3 | -5 | -17 | -9 | -9 | -67 | 0 | 13 | . | .
O=C(CCN1C(=O)c2ccccc2C1=O)OCN1C(=O)c2ccccc2C1=O | 10 | . | . | 11 | -10 | -13 | 2 | -6 | 11 | 2 | -3
CCCCn1c(N)c(N(CCOC)C(=O)c2ccc(NC3CC3)c([N+](=O)[O-])c2)c(=O)[nH]c1=O | 4 | . | -4 | 6 | -3 | 3 | -13 | 8 | 15 | 5 | 9
COc1ccc(C(=O)Nc2nnc(S(=O)(=O)Cc3ccccc3)s2)cc1 | 13 | 7 | -3 | -13 | -10 | 2 | 8 | 11 | 5 | 2 | -6
O=C1c2cccc3cc([N+](=O)[O-])cc(c23)C(=O)N1/N=C/c1ccc(O)cc1O | 4 | 6 | -5 | 21 | -8 | 10 | 2 | -75 | 20 | 5 | 12
S=C(c1cn(Cc2ccc(Br)cc2)c2ccccc12)N1CCOCC1 | 15 | 5 | -5 | -4 | 3 | -5 | 1 | 10 | 9 | 0 | 3

This is a random part of the collection; overall some 3.3% were active at least once.
